High-throughput results as filed in PubChem.
Pin1 inh – blocks the human prolyl isomerase Pin1; 390,000 tested, 0.009% active; AID 504891; Pin1 FP peptide displacement, HiFluor488, 10 min; Potency, µM (series often up to 115 µM), for inactives: top-dose activity, negative = inhibition, usual class: inhibitors; active means well fitted inhibition curve with a large enough effect in the polarisation, with a control signal flat, not every such curve was filed as active; inconclusive means small, poorly fitted or top-dose-only effect, or effect the other way, or a change in a side signal; inactive means no such curve, though single readings can be large or run the other way; the % refers to the polarisation; further: potency means the concentration at half of the fitted maximal effect; on the % scale 0 is the no-effect control and ±100 the full control effect
Target sequence (Q13526 whole entry, looked up): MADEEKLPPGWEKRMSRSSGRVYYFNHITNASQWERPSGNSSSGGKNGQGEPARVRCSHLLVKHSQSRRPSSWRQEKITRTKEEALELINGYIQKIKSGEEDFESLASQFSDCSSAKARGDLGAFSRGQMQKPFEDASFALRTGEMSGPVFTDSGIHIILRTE
GLS inhibitor – blocks human kidney-isoform glutaminase activity; GLS enzymatic activity, qHTS titration; 410,000 tested, 0.21% active; Potency, µM (top dose mostly 45.5 µM), without a hit: at the highest dose activity change, negative = inhibition, most hits filed as inhibitors; O94925; further: potency means the concentration at half of the fitted maximal effect; on the % scale 0 is the no-effect control and ±100 the full control effect
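hKGA in 45 mM KH2PO4 pH 8.2, 0.02% Tween-20 with pin-transferred compounds; 1 mM L-glutamine (stock) plus glutamate oxidase/HRP/Amplex Red coupling added. Fluorescence read initially and after 30 min at RT.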
TrxR1 substrate – is turned over as a substrate by rat TrxR1; O89049; purified TrxR1 substrate turnover, NADPH consumption readout; Potency, µM (highest dose often 114 µM), inactives show at the highest dose activity change, negative = substrate turnover; 390,000 tested, 0.01% active; AID 588456; further: potency means the concentration at half of the fitted maximal effect; on the % scale 0 is the no-effect control and ±100 the full control effect; nearly all actives have a fitted effect of over 50% in size
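Rat TrxR1, dispensed at 90 nM, was prereduced with 400 uM NADPH (final) for 5 min at ~22 deg C, then incubated with compound 15 min before 400 uM selenite. A first-read NADPH fluorescence drop versus no-compound background flagged substrates.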
Tb PGK inh – T. brucei PGK inhibition; P07378; PGK/GAPDH coupled, Kinase-Glo luminescence, 60 min; Potency, µM (titrated, usually from 57.5 µM), for inactives: at the top dose activity change, negative = inhibition, most hits filed as inhibitors; 380,000 tested, 0.043% active; AID 602233; further: potency means the concentration at half of the fitted maximal effect; on the % scale 0 is the no-effect control and ±100 the full control effect; nearly all actives have a fitted effect of over 60% in size
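Recombinant glycosomal PGK reaction used 1,3-bisphosphoglycerate generated in-well by GAPDH (100nM final) in 100mM TEA pH 7.6, 5mM MgCl2, 0.01% Tween-20. After 60 minutes at room temperature, ATP was read by Kinase-Glo Plus luminescence end-point.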
USP1-UAF1 inh – inhibitors of human USP1/UAF1 deubiquitinase. O94782. recombinant USP1/UAF1, Ub-Rhodamine cleavage fluorescence. Potency, µM (doses to about 57.1 µM), for inactives: at the highest dose activity change, negative = inhibition, actives largely listed as inhibitors. 390,000 tested, 0.23% active. AID 743255; further: potency means the concentration at half of the fitted maximal effect; on the % scale 0 is the no-effect control and ±100 the full control effect; nearly all actives have a fitted effect of over 60% in size; inactives centre near -12
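Step one: compound is pinned into 1nM USP1/UAF1 in HEPES pH 7.8 buffer with TCEP. Step two: 15 min room-temperature incubation. Step three: Ub-Rho (150nM final) starts cleavage, tracked by fluorescence over six one-minute reads.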
PI4K2A inh – inhibitors of human PI4K2A. Q9BTU6. purified PI4K2A, ADP-Glo luminescence, 1 h; stronger effect = lower value. AID 1346378. 420,000 tested, 0.13% active. activity change, negative = inhibition, % at 76.9 µM; in the data active means activity change below about -50%; inconclusive means mostly about -30% to -49%;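 further: -100% = wells without enzyme as full effect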
Target sequence (Q9BTU6 whole entry, looked up): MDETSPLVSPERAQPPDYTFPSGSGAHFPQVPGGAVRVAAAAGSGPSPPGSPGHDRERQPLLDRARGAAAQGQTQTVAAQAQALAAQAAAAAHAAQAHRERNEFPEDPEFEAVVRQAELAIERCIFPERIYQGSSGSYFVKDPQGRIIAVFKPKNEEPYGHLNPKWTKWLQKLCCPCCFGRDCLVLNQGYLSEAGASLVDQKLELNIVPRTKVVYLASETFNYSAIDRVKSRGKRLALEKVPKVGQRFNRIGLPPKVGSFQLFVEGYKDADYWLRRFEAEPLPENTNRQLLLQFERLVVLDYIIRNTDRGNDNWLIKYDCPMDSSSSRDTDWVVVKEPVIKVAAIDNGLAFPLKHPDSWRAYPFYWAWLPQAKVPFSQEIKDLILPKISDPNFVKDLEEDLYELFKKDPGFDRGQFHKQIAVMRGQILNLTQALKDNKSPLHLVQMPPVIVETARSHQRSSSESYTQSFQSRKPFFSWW
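PI4K2A activity was measured by ADP-Glo luminescence: enzyme (4 ug/mL stock) and phosphatidylinositol (1.2 mM stock) in Tris pH 7.5/MgCl2/EGTA/Triton X-100 buffer were reacted with ATP (300 microM stock) for one hour at ambient temperature.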
mIDH1 inhibitor – inhibitors of human mutant IDH1 R132H; Potency, µM (series often up to 76.6 µM), for inactives: at the top dose activity change, negative = inhibition, actives largely listed as inhibitors; IDH1-R132H enzyme, NADPH consumption, diaphorase/resazurin fluorescence; 390,000 tested, 0.093% active; further: potency means the concentration at half of the fitted maximal effect; on the % scale 0 is the no-effect control and ±100 the full control effect; nearly all actives have a fitted effect of over 65% in size
Target sequence (O75874 whole entry R132H, stated change not applied): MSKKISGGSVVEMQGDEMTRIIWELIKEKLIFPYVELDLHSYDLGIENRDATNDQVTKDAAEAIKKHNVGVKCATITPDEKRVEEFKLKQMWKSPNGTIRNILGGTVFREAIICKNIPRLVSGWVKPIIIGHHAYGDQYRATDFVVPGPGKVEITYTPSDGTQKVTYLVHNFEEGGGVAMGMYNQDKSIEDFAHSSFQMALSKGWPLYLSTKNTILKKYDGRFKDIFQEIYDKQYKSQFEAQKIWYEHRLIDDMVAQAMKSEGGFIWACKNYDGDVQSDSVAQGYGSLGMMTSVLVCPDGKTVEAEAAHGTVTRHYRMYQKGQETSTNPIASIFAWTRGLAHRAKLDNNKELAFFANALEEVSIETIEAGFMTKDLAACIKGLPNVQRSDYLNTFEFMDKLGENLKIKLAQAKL
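IDH1-R132H (0.5 ug/mL dispensed) in pH 7.5 Tris buffer was preincubated 30 min with compound, then given a substrate mix of 0.016 mM NADPH and 2 mM alpha-KG for 80 min at room temperature; remaining NADPH was read by diaphorase/resazurin fluorescence.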
HP1b chromo inh – HP1-beta chromodomain-methylated histone interaction inhibition; P83916; 390,000 tested, 0.56% active; AID 540317; Potency, µM (series often up to 114 µM), for the others: top-dose activity change, negative = inhibition, actives largely listed as inhibitors; AlphaScreen HP1-beta / biotin-H3K9me3 peptide binding; further: potency means the concentration at half of the fitted maximal effect; nearly all actives have a fitted effect of over 70% in size; inactives centre near 23
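HP1-beta protein (50 nM final) preincubated 30 min at room temperature with biotinylated H3(1-18)K9me3 peptide (50 nM) in PBS pH 7.4, 0.01% Tween-20, then compound added for 30 min. AlphaScreen streptavidin donor/nickel chelate acceptor beads (10 ug/mL final), 30 min dark, luminescence read.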
rTrxR1 inhibitor – rat TrxR1 inhibition; Potency, µM (series often up to 114 µM), without a hit: at the top dose activity change, negative = inhibition, actives largely listed as inhibitors; recombinant rTrxR1, NADPH fluorescence consumption, selenite substrate; 390,000 tested, 1% active; further: potency means the concentration at half of the fitted maximal effect; on the % scale 0 is the no-effect control and ±100 the full control effect; nearly all actives have a fitted effect of over 65% in size
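Rat TrxR1 (90 nM in the dispensed reagent) was pre-reduced with 400 uM NADPH for 5 min at room temperature, then incubated with compound for 15 min. After 400 uM selenite was added, NADPH fluorescence (Ex 340/Em 450 nm) was followed for 8 min.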
An asterisk follows results filed as active; i = inactive; ? = inconclusive; · = not tested or not shown; [ ] = another dose, or the depositor's remark. Unless noted, the call rests on the fitted dose curve; in most records, active means well fitted curve in the direction sought with a large enough effect; inconclusive means small, poorly fitted or top-dose-only effect, or another doubt; inactive means no such curve, though single readings can be large; an effect the other way counts as inactive or inconclusive. Only part of the results is shown; count on the stated rates, not on these rows.

SMILES	Pin1 inh	GLS inhibitor	TrxR1 substrate	Tb PGK inh	USP1-UAF1 inh	PI4K2A inh	mIDH1 inhibitor	HP1b chromo inh	rTrxR1 inhibitor
Cc1cccc(C2NC(c3cccc(C)c3)C(C)C(=O)C2C)c1 (stereo unspecified)	-1%	-2%	-5%	·	0%	-1	2%	71%[activator]	4%
COC(=O)N1[C@H](C)C=C[C@]1(Cc1ccccc1)C(=O)O	-2%	0%	-8%[57.1 µM]	i	-13%	-3	13%	41%[activator]	0%[57.1 µM]
O=C(CSc1nc(-c2ccco2)cc(C(F)(F)F)n1)Nc1ccc2c(c1)CCC2	1%	3%	1%[57.1 µM]	-3%	6%	-3	-3%	10%	-8%[57.1 µM]
CCCN(CC(=O)Nc1ccccc1C)C(=O)COC(=O)CSc1ccc([N+](=O)[O-])cc1	-4%	0%	-2%	10%	0%	-19	3%	-4%	-7%
Cc1ccc(S(=O)(=O)N2CCN(C(=O)c3cc(C4CC4)nn3-c3ccccc3)CC2)cc1	·	-1%	·	0%	-5%	0	-8%	·	·
CSc1ccccc1NC(=O)CN1C(=O)C2CC=CCC2C1=O (stereo unspecified)	0%	-7%	4%	-5%	-21%	4	-5%	36%	7%[57.1 µM]
C=CCOc1ccc2ccccc2c1CNc1ncn[nH]1	1%	0%	3%	-1%	3%	12	-2%	11%	1%
C=CCN1C(=O)C(CC(=O)NCC)SC1=Nc1cc(Cl)ccc1Cl (stereo unspecified)	-13%	2%	4%	0%	-13%	0	1%	16%	14%
O=c1oc(/C=C/c2ccccc2)nc2ccccc12	-16%	-7%	-1%[57.1 µM]	-2%	-14%	-6	-7%	64%[activator]	10%[57.1 µM]
Cc1ccc(SCC(=O)Nc2ccc(S(=O)(=O)Nc3nccs3)cc2)cc1	18%	11%	-6%	10%	-16%	-4	-2%	-5%	-6%
Cc1cc(C)cc(NC(=S)N(CCCN2CCN(C)CC2)Cc2cccs2)c1	2%	5%	9%	-2%	-13%	1	7%	33%	14%[57.1 µM]
CCN(CC(=O)Nc1ccc(NC(C)=O)cc1)C(=O)c1cc([N+](=O)[O-])ccc1Sc1ccc(Cl)cc1	-8%	5%	-1%	-6%	-21%	4	1%	-6%	1%
COc1cc(C(=O)Nc2cc(OC)c(OC)c(OC)c2)ccc1OCc1c(C)noc1C	-3%	-5%	-3%	-1%	-15%	3	5%	25%	4%
CCOC(=O)c1ccc(NC(=O)CSc2ccc3ccccc3n2)cc1	-1%	-2%	-7%[57.1 µM]	-14%	?	-3	-8%	43%[activator]	5%[57.1 µM]
Cc1ccc(-n2c(SCC(=O)Nc3ccc4c(c3)OCO4)nnc2-c2cccs2)cc1	-2%	-3%	13%[57.1 µM]	-2%	-10%	0	5%	30%	2%[57.1 µM]
O=C(O)C(CCc1ccccc1)(Cc1ccccc1)C(=O)O	?	-3%	2%	-10%	-5%	0	1%	41%[activator]	9%
Fc1ccc(N2CCN(C3=Nc4cccc5cccc3c45)CC2)cc1	34%[activator]	-1%	-4%	3%	-17%	-5	-4%	?	-4%
NCCNc1ccc(C(=O)N2c3ccccc3Sc3ccccc32)cc1[N+](=O)[O-]	0%	-6%	9%	-7%	-9%	-5	8%	-29%	38%
CC(=O)c1cccc(NC(=O)C(C)OC(=O)c2cccc(S(=O)(=O)N3CCN(C)CC3)c2)c1 (stereo unspecified)	-4%	0%	7%	7%	-1%	-2	-7%	15%	3%
CC(=O)N1CCOc2cc(S(=O)(=O)NCc3ccc(C)cc3)c(Cl)cc21	-2%	-10%	4%[11.4 µM]	-5%	-9%	1	13%	7%	3%
Cc1ccc(C2C(C(=O)c3cc4ccccc4o3)=C(O)C(=O)N2c2cc(C)on2)cc1 (stereo unspecified)	-7%	-4%	-13%	-4%	-11%	76	2%	-25%[57 µM]	-10%
Cc1ccc(S(=O)(=O)Nc2nc(C)c(C)s2)cc1	-7%	5%	6%	-9%	-22%	-5	7%	44%[activator]	31%
COCCn1c(=NC(=O)CSC(C)=O)sc2cc(F)ccc21	?	0%	-14%	-3%	-14%	6	2%	60%[activator]	12%[57.1 µM]
CCOC(=O)c1oc2ccccc2c1NC(=O)CCl	-3%	7%	-10%	1%	-9%	-1	-9%	30%	22µM*
O=C(Nc1nc2ccc(F)cc2s1)C1CCCO1 (stereo unspecified)	5%	4%	1%[57.1 µM]	1%	-6%	-8	-2%	16%	-5%[57.1 µM]
The list continues:
SMILES	Pin1 inh	GLS inhibitor	TrxR1 substrate	Tb PGK inh	USP1-UAF1 inh	PI4K2A inh	mIDH1 inhibitor	HP1b chromo inh	rTrxR1 inhibitor
COc1ccc(NC(=O)c2c(OC)cccc2OC)c(OC)c1	-6%	1%	0%	-8%	-6%	-4	-2%	?	3%
Cc1nc2ncnn2c(C)c1CCC(=O)NCc1ccccc1	0%	·	-4%	i	-18%	2	2%	44%[activator]	-15%
COc1ccc(-c2nc(CS(=O)(=O)CC(=O)NC3CCCCCC3)c(C)o2)cc1	6%	7%	6%	i	-19%	-6	6%	32%	-5%
Cc1ccc(S(=O)(=O)NCC(=O)NNC(=O)c2ccccc2Cl)cc1C	0%	0%	5%	-3%	-24%	4	2%	25%[57 µM]	23%
CC(=O)c1cn(Cc2ccccc2)c(=O)[nH]c1=O	0%	4%	8%	i	-9%	-2	-2%	34%[activator]	26%[57.1 µM]
CCn1ncc(S(=O)(=O)NCc2ccccc2Cl)c1C	0%	2%	-14%	i	-8%	0	-4%	16%	-16%
COc1cc(NC(=O)Cn2nc(-c3ccc(F)cc3)ccc2=O)ccc1-n1cnnn1	10%	-1%	2%	4%	-20%	-2	-1%	32%	11%
CN(C)c1ccc(/C=N/NS(=O)(=O)c2ccc(Br)cc2)cc1	3%	1%	-12%	8%	-23%	2	1%	?	-13%
COc1ccc(-n2nc(C(=O)NCC(=O)Nc3cc(C)ccc3OC)c3ccccc3c2=O)c(OC)c1	4%	18%	2%	4%	?	6	-3%	3%	13%
Cc1ccc(-n2nc(C(=O)N3CCN(c4ccccc4F)CC3)c3c4ccccc4n(C)c3c2=O)cc1	2%	1%	?	·	3%	1	·	33%	19%
COc1ccc2c(CSc3nnc(-c4cccnc4)n3-c3ccccc3F)cc(=O)oc2c1	1%	3%	0%	-6%	-9%	4	-1%	16%	-2%
COc1ccc(C(C)(C)C)cc1NC(=O)CCNC(=O)c1ccco1	0%	-1%	-2%	7%	-8%	3	0%	-5%	1%
COc1ccccc1NCCC(=O)OCC(=O)NC1CCCCC1	7%	23%	-6%	-10%	-17%	1	12%	14%	-11%
CCOC(=O)c1cc2cc(-c3c(C(=O)OCC)oc4cc(O)cc(O)c4c3=O)ccc2o1	1%	14%	-8%	-7%	-19%	0	-8%	-14%	-5%
Cc1ccc(NC(=O)c2cnccn2)cc1S(=O)(=O)N1CCCCCC1	-6%	51%[activator]	-8%	-12%	-6%	0	4%	21%	13%[57.1 µM]
CCOc1cc(NC(=O)c2ccccn2)c(OCC)cc1NC(=O)CC(C)C	0%	26%	5%[57.1 µM]	0%	-24%	-2	-2%	-10%	11%[57.1 µM]
CC1(C)CC(NC(=O)C23CCC(C)(C2Br)C3(C)C)CC(C)(C)N1 (stereo unspecified)	-4%	-5%	10%[57.1 µM]	-9%	-14%	-1	5%	39%[activator]	8%[57.1 µM]
O=C(NNc1cc(Cl)cc(Cl)c1)c1sccc1Cl	-5%	·	6%	·	·	·	·	36%	-10%
O=C(Cc1cccc2ccccc12)NN1C(=O)/C(=C\c2cccnc2)SC1=S	0%	-10%	1%	-3%	-2%	3	-1%	-10%	18%
COc1cc(CNn2nnnc2N)cc(Br)c1OCC(=O)NC(C)(C)C	-13%	-1%	-2%	-4%	-18%	1	0%	5%	2%
Cc1ccc(Oc2ncc(-c3ccc(Cl)cc3)cn2)cc1	20%	3%	8%[57.1 µM]	i	-23%	6	4%	14%	12%[57.1 µM]
CCOc1ccc(CN2CCC(n3nccc3NC(=O)C3CC3)CC2)cc1CO	-11%	0%	5%	-5%	-22%	6	-5%	35%	23%
Cn1cccc1/C=N/NC(=O)c1sc2ccccc2c1Cl	5%	8%	-8%	i	-13%	5	9%	17%	-2%
CCCc1cc(C(=O)Nc2c(C)nn(Cc3ccc(Cl)c(Cl)c3)c2C)no1	-4%	1%	-2%	i	-27%	-2	-6%	31%	15%
Cc1[nH]c2ccccc2c1C(=O)C(=O)NCc1ccncc1	-3%	-4%	-1%	8%	-25%	1	-1%	58%[activator]	9%
CCOC(=O)C1CCCN(C(=O)C2CCCN(S(C)(=O)=O)C2)C1 (stereo unspecified)	-4%	1%	5%[57.1 µM]	2%	-12%	4	5%	19%	0%[57.1 µM]
COc1cccc(C2=NOC(C(=O)N3CCc4ccccc4C3)C2)c1 (stereo unspecified)	-4%	-2%	7%[57.1 µM]	i	?	1	0%	36%	13%[57.1 µM]
COc1ccc(S(=O)(=O)Nc2cccc3c2O[C@H](CN(C)C(=O)Nc2ccc(C(F)(F)F)cc2)[C@@H](C)CN([C@H](C)CO)C3=O)cc1	?	3%	-3%[57.1 µM]	i	-27%	0	17%	28%	12%
CN(C)CCN(C(=O)c1cccc(N2C(=O)CCC2=O)c1)c1nc2ccc(Br)cc2s1	-5%	14%	4%	-4%	-17%	-3	2%	10%	10%
Cc1ccc(C(=O)N2CCC3CC2c2cc(-c4ccc5c(c4)OCO5)ccc23)cc1 (stereo unspecified)	2%	4%	2%	-1%	-17%	0	-2%[38.3 µM]	4%	9%
